Tb PYK inh – qHTS of Trypanosoma Brucei Inhibitors. 410,000 compounds, 0.12% hits. TbPYK enzyme, Kinase-Glo Plus ATP luminescence, 45 min. AID 624173, 2012. Potency, µM (series often up to 76.8 µM), for inactives: at the top dose activity, negative = inhibition, hits mostly inhibitors; active means well fitted inhibition curve with a large enough effect; further: nearly all actives have a fitted effect of over 50% in size
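Assay buffer: 50 mM TEA pH 7.2, 100 mM KCl, 10 mM MgCl2, 0.05% BSA, 0.01% Tween-20. Pyruvate kinase from T. brucei plus substrate met compound, then ADP (130 uM final). Luminescence was read post 45 min RT.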
Starred values were filed as active, the others as inactive; & = joins results of further samples; [ ] = remark or other dose. On the % scale 0 is the no-effect control and ±100 the full control effect; potency means the concentration at half of the fitted maximal effect.

Sample of the layout (7 entries):
SMILES	Tb PYK inh
CCc1cccc(C)c1NS(=O)(=O)c1ccc(-n2cccn2)cc1	0%
Cc1ccc(C)c(NC(=O)c2ccc3c(c2)CCN3S(C)(=O)=O)c1	4%&0%
O=C(NCc1cccs1)c1ccc(Cn2c(SCc3ccc(F)cc3)nc3cccnc32)cc1	-2%
CCOC(=O)Cn1c(=O)n(-c2ccc(Cl)cc2)c2nc(-c3ccc(Cl)cc3)nc(C(N)=O)c21	1%
CCOc1ccccc1CNS(=O)(=O)c1ccc(-c2coc(C)n2)cc1	-1%
COc1ccc(CCNC(=O)c2cnn(-c3ccc(F)cc3)c2C2CCN(C(=O)OC(C)(C)C)CC2)cc1OC	-3%
O=C(NCc1ccccc1)C1c2ccccc2OCC(=O)N1Cc1ccco1 (stereo unspecified)	-7%

Results, previewed entries included:
SMILES	Tb PYK inh
CCc1cccc(C)c1NS(=O)(=O)c1ccc(-n2cccn2)cc1	0%
Cc1ccc(C)c(NC(=O)c2ccc3c(c2)CCN3S(C)(=O)=O)c1	4%&0%
O=C(NCc1cccs1)c1ccc(Cn2c(SCc3ccc(F)cc3)nc3cccnc32)cc1	-2%
CCOC(=O)Cn1c(=O)n(-c2ccc(Cl)cc2)c2nc(-c3ccc(Cl)cc3)nc(C(N)=O)c21	1%
CCOc1ccccc1CNS(=O)(=O)c1ccc(-c2coc(C)n2)cc1	-1%
COc1ccc(CCNC(=O)c2cnn(-c3ccc(F)cc3)c2C2CCN(C(=O)OC(C)(C)C)CC2)cc1OC	-3%
O=C(NCc1ccccc1)C1c2ccccc2OCC(=O)N1Cc1ccco1 (stereo unspecified)	-7%
CCOc1ccc(C2C(=O)N(C3CCCCCC3)CC(=O)N2CCc2ccc(OC)c(OC)c2)cc1OC (stereo unspecified)	5%
Cc1cccc(NC(=O)Cn2c(=O)oc3cc(S(=O)(=O)NCc4ccccc4)ccc32)c1	0%
COc1cc(CC(=O)C(=O)O)oc(=O)c1	4%
CCCS(=O)(=O)N1CC(=O)N(c2ccccc2C)C(C)(C(=O)NC2CCCCC2)C1 (stereo unspecified)	8%[15.4 µM]
N#Cc1cccc(NC(=O)N2CCCC3(CCN(C(=O)c4csnn4)CC3)C2)c1	-4%
CCc1noc(-c2ccc(NC(C)c3ccccc3)c([N+](=O)[O-])c2)n1 (stereo unspecified)	6%
O=C1c2ccccc2C(c2nnnn2-c2ccc3c(c2)OCCO3)N1CCCN1CCOCC1 (stereo unspecified)	1%
COc1ccc(C(=O)CCC(=O)Nc2cc(C)ccc2C)cc1	-3%
COc1cc(Cl)c(S(=O)(=O)NCCc2c(C)[nH]c3c(C)cccc23)cc1Cl	-9%
CCOC(=O)c1nnc2c(-c3ccc(Cl)cc3)c(C)nn2c1C	-13%
Cc1ccc(-c2nc(C)c(CCNC(=O)c3ccco3)s2)cc1	0%
CCCCNC(=O)c1c(-c2ccccc2)c(-c2ccccc2)nn(C)c1=O	0%
CCOC(=O)c1c(NC(=O)CSc2cn(CCNC(=O)c3c(F)cccc3F)c3ccccc23)sc2c1CCC2	-1%
COc1ccccc1OCC(=O)NCC1(N(C)C)CCCCC1	2%
COc1ccc(Cl)cc1NC(=O)c1cn(C2CCCC2)c(=O)c2c1c1ccccc1n2C	1%
Cn1cnc2c(=O)oc3ccc(S(=O)(=O)N4CCN(c5cccc(Cl)c5)CC4)cc3c21	-2%
CCc1cccc(-n2nnc(-c3nsc(NC(=O)c4ccc(C)cc4)n3)c2C)c1	-1%
CCOc1ccccc1NC(=O)COC(=O)COc1cccc2c1OC(C)(C)C2	8%
Cc1ccccc1CCNC(=O)C1CCN(c2nc3ccccc3nc2C(F)(F)F)CC1	-5%
COCCCn1cc(CN2CC(N(C)C)CS2(=O)=O)nn1 (stereo unspecified)	-7%
NC(=O)C1(N2CCCCC2)CCN(C(=O)Nc2ccc(F)cc2)CC1	1%
Cc1ccc(C)c(N2CCN(C(=O)c3cc4c(=O)n(Cc5cccnc5)ccc4nc3C)CC2)c1	-3%
COc1ccc(CCNC(=O)CCc2cn(Cc3ccc(C)cc3)c3ccccc23)cc1OC	0%
CN1CCC2(CC1)CCN(C(=O)c1cc(C(F)(F)F)cc(C(F)(F)F)c1)CC2	6%
O=C(CCN1C(=O)c2ccccc2Sc2ncccc21)Nc1ccc(F)cc1F	4%
CC(C)NC(=O)N1CCC2(CC1)CCN(C(=O)c1ccco1)CC2	-6%
CCOC(=O)C1CCCN(C(=O)c2ccc3c(c2)CCO3)CC1 (stereo unspecified)	-5%
CCCN1CCN(CCCNC(=O)Cn2nc(CC)n3c(cc4occc43)c2=O)CC1	2%
Cc1ccc(S(=O)(=O)N(CC(O)Cn2c3ccccc3c3ccccc32)c2cccc(C(=O)NCCO)c2)cc1 (stereo unspecified)	6%
O=C(Nc1nnc([C@@H]2O[C@H](CO)[C@@H](O)[C@H]2O)s1)Nc1ccccc1C(F)(F)F	1%
CCOC(=O)c1[nH]c2c(c1Cc1ccccc1OC)C(=O)CC(c1ccc(OCC)cc1)C2 (stereo unspecified)	5%
Cc1nc2cc(-c3ccccc3)nn2c(C)c1CCC(=O)N1CCN(c2ccc(F)cc2)CC1	0%
CC1(C(=O)O)CCCN(C(=O)c2cccnc2Oc2ccccc2)C1 (stereo unspecified)	7%
Cc1ccc(-c2nnc(Nc3cccc(Cl)c3)c3ccccc23)cc1S(=O)(=O)N1CCOCC1	2%
COC(=O)c1ccc(C2C(C(=O)Nc3ccccc3)=C(C)Nc3nc4ccccc4n32)cc1 (stereo unspecified)	4%
COc1ccc(-c2csc(C(C)(O)c3ccccc3)n2)cn1 (stereo unspecified)	0%
O=C(O)CCc1ccc(-c2ccccc2)n1CC(=O)Nc1ccccc1C(F)(F)F	-16%
C[C@H]1CCCCO[C@H](CN(C)Cc2ccc(C(=O)O)cc2)[C@@H](C)CN([C@@H](C)CO)C(=O)c2cc(NS(=O)(=O)c3cn(C)cn3)ccc2O1	-14%
CCOc1ccc(OCC)c(NC(=O)CCc2nc3cccnc3n2Cc2cccs2)c1	-7%
Cc1cc(Br)ccc1NC(=O)c1c(C)oc2ncnc(N3CCCCC3)c12	-1%
CC(=O)C1=C(O)C(=Cc2ccccc2)OC1=O	-1%
CCc1ccc(NC(=O)CSc2nc(-c3ccccc3)c(C#N)c(=O)[nH]2)cc1	-5%
CN(Cc1ccccc1)C(=O)c1ccc(CSc2nc3cccnc3n2Cc2ccccc2F)cc1	4%
COc1c(C)cccc1C(=O)Nc1cccc2ccc(C)nc12	0%
CC(=O)c1nn(-c2ccccc2)c(=Nc2ccccc2)cc1C	0%
Cc1ccc2c(CC(=O)Nc3ccc(S(=O)(=O)N4CCCCC4)cc3)coc2c1C	-14%
CC(=O)c1cccc(-c2ccc3c(c2)C(C)(Cc2ccc(S(C)(=O)=O)cc2)C(=O)N3)c1 (stereo unspecified)	-9%
O=C(c1ccccc1)n1nc(-c2ccc(Cl)cc2)nc1NCc1ccco1	6%
O=[N+]([O-])c1cc(Br)c2c(c1)CCN2	3%
CC(NC(=O)c1ccc2c(c1)sc1nc(-c3ccccc3)cn12)C12CC3CC(CC(C3)C1)C2 (stereo unspecified)	-4%
CCOc1ccc(NC(=O)Cn2nc3c(cc2=O)CC(C)CC3)cc1 (stereo unspecified)	2%
CC1=C(C(=O)N(C)C)CC(CC(=O)NCCCCc2ccccc2)C(=O)N1CCCN1CCCC1=O (stereo unspecified)	-1%
CC1=C(C(=O)Nc2ccccc2Cl)C(c2cccs2)n2ncnc2N1 (stereo unspecified)	-3%

Continuation:
SMILES	Tb PYK inh
COc1ccc(CCN2C(=O)COc3ccccc3C2C(=O)NC(C)(C)C)cc1OC (stereo unspecified)	-11%
CC1(C(=O)O)CCCN1C(=O)c1ccco1 (stereo unspecified)	0%
CC1=C(C(=O)OC2CCCC2)C(c2cccc(Cl)c2Cl)CC(=O)N1 (stereo unspecified)	-3%
O=C(Nc1ccc2oc(-c3ccc(O)c(Br)c3)nc2c1)c1cc2ccccc2o1	7%
COc1cccc(N2CCN(C(=O)Cn3ncc4c(=O)oc5ccccc5c43)CC2)c1	4%
Cc1ccc(Cl)cc1N1CCN(C(=O)C2CCN(S(=O)(=O)c3ccc4c(c3)oc(=O)n4C)CC2)CC1	0%[15.4 µM]
CC(=O)Nc1cc(-c2cccc(CO)c2)cn2c(-c3cccc(C(F)(F)F)c3)cnc12	-4%
CCCCC[C@H](C)N1C[C@H](COCc2ccccc2)Oc2cc(N3CCC[C@@H]3CO)ccc2S1(=O)=O	-12%
CCOc1ccc(S(=O)(=O)Nc2ccc3c(c2)CCCN3C(=O)c2cccs2)cc1	5%
CCCCN(C)C(=O)c1sc(=O)n(Cc2ccccc2F)c1C	-3%
CC1(C(=O)NS(=O)(=O)c2ccccc2Cl)CCN1C(=O)C1CCCCC1 (stereo unspecified)	4%
COc1cccc(CNC(=O)Cn2c(SCC(=O)Nc3ccc(F)cc3)nc3ccccc32)c1	2%
Cc1ccccc1-c1csc(C(O)c2ccc(F)cc2)n1 (stereo unspecified)	2%
CCOC(=O)C1(C)CCCCCN1C(=O)c1ccc(C(=O)OC)cc1 (stereo unspecified)	7%
COc1ccccc1CNCCc1cccc(Cl)c1	-7%
CCCN1C(=O)C2(c3ccccc31)c1c(oc3ccccc3c1=O)C(=O)N2CCCOC(C)C (stereo unspecified)	1%
COc1ccc(C)cc1NC(=O)C(NS(=O)(=O)c1cccs1)c1ccccc1 (stereo unspecified)	3%
O=C(Nc1ccccc1)N1CCC2(CC1)CCN(S(=O)(=O)c1ccccc1)CC2	2%
CCN(C(=O)c1cc(S(=O)(=O)N2CCOCC2)cn1C)c1ccc(OC)cc1	2%
Cc1nc(-c2ccc(S(=O)(=O)Nc3cc(Cl)ccc3C)cc2)co1	3%

Part of the list above, field by field.
COc1ccc(CCN2C(=O)COc3ccccc3C2C(=O)NC(C)(C)C)cc1OC (stereo unspecified)
  Tb PYK inh = -11%
CC1(C(=O)O)CCCN1C(=O)c1ccco1 (stereo unspecified)
  Tb PYK inh = 0%
CC1=C(C(=O)OC2CCCC2)C(c2cccc(Cl)c2Cl)CC(=O)N1 (stereo unspecified)
  Tb PYK inh = -3%

Remaining list, next part
SMILES	Tb PYK inh
CC1(Cc2cccc(C#N)c2)C(=O)Nc2ccc(-c3cccc(C(F)(F)F)c3)cc21 (stereo unspecified)	-10%
Cc1cc(Nc2ccc(F)cc2)c2ccccc2n1	4%
CCc1ccc(NC(=O)CN2C(=O)C3CCCN3c3ccc(S(=O)(=O)N(CC)CC)cc32)cc1 (stereo unspecified)	-5%
N#CC(c1cccc([N+](=O)[O-])c1)C(CC(=O)c1ccccc1)c1ccccc1 (stereo unspecified)	-1%
Cc1cc(C)n(-c2ccc(C(=O)N3CCN(S(=O)(=O)c4ccc(OC(F)(F)F)cc4)CC3)cc2)n1	6%
O=C(CSc1cn(CCNC(=O)c2cccc(C(F)(F)F)c2)c2ccccc12)Nc1ccc2c(c1)OCCO2	-7%
CC(C)(C)OC(=O)[C@H](Cc1ccccc1)NC(=O)c1ncn2c1c(=O)[nH]c1ccc(Br)cc12	2%
CC(C)(C)CC(=O)NCC(c1ccc2c(c1)OCO2)N1CCOCC1 (stereo unspecified)	7%
CCN(CC(=O)Nc1ccccc1C(F)(F)F)CC(=O)c1[nH]c(C)c(C(C)=O)c1C	3%
CC(C)C(=O)Nc1cccc(S(=O)(=O)NC2=NCCC2)c1	0%
CCOc1cc(/C=C(\C#N)C(=O)Nc2ccc(OC)cc2)ccc1OCc1cc(=O)n2nc(CC)sc2n1	6%
CC(C)OCCCNC(=O)Cc1ccc(NC(=O)N2CCCCc3ccccc32)cc1	-2%
O=C(NC1CC1)c1cccc(NC(=O)C2CCN(S(=O)(=O)c3ccccc3C(F)(F)F)CC2)c1	0%
Cc1ccc2c(=O)cc(C(=O)N(Cc3ccc(C(C)(C)C)cc3)C3CCS(=O)(=O)C3)oc2c1 (stereo unspecified)	2%
COc1ccc(NC(=O)c2oc3ccccc3c2NC(=O)c2cc3ccccc3o2)c(OC)c1	6%
Cc1ccc(S(=O)(=O)NCCc2csc(-c3cccc(F)c3)n2)cc1	-11%
CCOC(=O)c1ccc(CN(Cc2ccc(F)cc2)S(=O)(=O)c2ccc(F)c(C(=O)Nc3cc(Cl)ccc3OC)c2)cc1	5%
COc1ccc(CCN2C(=O)N(c3cccc(OC)c3)C(=O)C2CC(=O)Nc2ccccc2)cc1 (stereo unspecified)	-6%
CCOC(=O)c1ccc(NC(=O)C(Cc2ccccc2)N2Cc3ccccc3C2=O)cc1 (stereo unspecified)	-5%
Cc1ccc(NC(=O)Cn2cnc3c2c(=O)n(C)c(=O)n3C)cc1C	3%
CCOc1cc(-c2nnc(SCC(=O)NC3CCCC3)nc2-c2ccc(OC)c(OCC)c2)ccc1OC	-3%
Cc1ccc(Cn2c(C(=O)O)c(CNCCc3cccs3)c3ccc(C)cc32)cc1	-5%
Cc1ccc(Cl)cc1N1CCN(C(=O)c2ccc3c(c2)N(Cc2ccccc2)CCS3)CC1	-8%
COc1ccc(-c2ccc(C(=O)NCc3ccccc3)c3occc23)c(C)c1	0%
Clc1ccc(-c2cccc3nccn23)c(Cl)c1	0%
CCC1(CC)NC(=O)N(CC(=O)OC(C)C(=O)Nc2ccc(S(N)(=O)=O)cc2)C1=O (stereo unspecified)	-12%
CC1(C)CC(=O)C=C(Nc2ccc(O)cc2)C1	-5%
COc1ccc(C2=NN(CCC(=O)NC3CCCCC3C)C(=O)CC2)cc1 (stereo unspecified)	-1%

Some of the compounds tested; count on the stated rates, not on these rows.
